Screens deposited in PubChem BioAssay by several laboratories.
Cdc42 wt = modulators of GTP binding to wildtype Cdc42, primary screen, biochemical, multiplex bead flow cytometry, Bodipy-GTP | percent activity (GTP binding), % at 10 µM | 190,000 compounds, 0.2% hits | GST-Cdc42 beads; actives lie on both sides;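 active = percent activity GTP binding at least 20 points away from the 100% baseline, either down as inhibitor or up as activator; inconclusive = compound flagged as likely green fluorescent from well-wide comparison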;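 also: median bead fluorescence of bound Bodipy-FL-GTP at 100 nM; 0% = excess unlabeled GTP control and 100% = no compound control; below 100% means less GTP binding so inhibitor and above means activator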
Target sequence (P60953 whole entry, looked up): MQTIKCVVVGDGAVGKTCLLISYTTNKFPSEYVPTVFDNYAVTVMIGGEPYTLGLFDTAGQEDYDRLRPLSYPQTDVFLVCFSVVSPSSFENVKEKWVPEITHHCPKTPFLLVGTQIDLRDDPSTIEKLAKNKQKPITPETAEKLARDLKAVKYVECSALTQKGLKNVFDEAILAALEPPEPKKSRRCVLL
Mcl1-Bid inh = Mcl-1/Bid binding inhibitors, primary screen, biochemical, TR-FRET, 1536-well | inhibition, % at 21.7 µM | 220,000 compounds, 0.97% hits | TR-FRET Mcl-1/Bid-Dy647 peptide binding | Induced myeloid leukemia cell differentiation protein Mcl-1 (Homo sapiens), Q07820 | AID 1021, 2008;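 active = compounds that cut the binding signal by more than half at the single screening dose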;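 also: His-tagged Mcl-1 with europium anti-His antibody binding Bid BH3 peptide; 0% = Mcl-1 plus peptide wells and 100% = peptide-only wells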
Target sequence (Q07820 whole entry, looked up): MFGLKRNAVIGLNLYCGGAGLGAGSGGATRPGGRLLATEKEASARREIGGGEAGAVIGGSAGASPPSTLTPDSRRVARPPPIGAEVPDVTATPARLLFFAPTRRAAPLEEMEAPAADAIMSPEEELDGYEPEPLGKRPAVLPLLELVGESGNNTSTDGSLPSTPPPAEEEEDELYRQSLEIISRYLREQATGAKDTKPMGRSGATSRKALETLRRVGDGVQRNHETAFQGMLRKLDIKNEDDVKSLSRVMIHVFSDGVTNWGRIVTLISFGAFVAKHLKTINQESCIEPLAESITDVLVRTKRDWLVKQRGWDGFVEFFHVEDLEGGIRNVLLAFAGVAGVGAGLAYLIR
Rab7 wt GTP bind = modulators of GTP binding to Rab7, primary screen, biochemical, wildtype, multiplex bead flow cytometry; Rab7 GTPase wild type (dog), Bodipy-FL-GTP binding; GST-Rab7 beads, fluorescent GTP binding; actives lie on both sides; untreated = 100%, excess cold GTP = 0%; GTP binding activity (percent of control), % at 10 µM; 190,000 compounds, 0.055% hits;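 active = fluorescent GTP binding to Rab7 beads changed by at least 20 points from the 100% baseline, either direction, mostly lower; inconclusive = compound itself probably fluorescent, or too few beads counted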;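 also: median green fluorescence of bound Bodipy-FL-GTP per Rab7 bead population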
Mcl1 Noxa PPI = Mcl-1/Noxa binding inhibitors, primary screen, biochemical, TR-FRET, 1536-well. 220,000 compounds, 1.5% hits. Induced myeloid leukemia cell differentiation protein Mcl-1 (Homo sapiens), Q07820. inhibition, % at 21.7 µM. TR-FRET Mcl-1/Noxa peptide binding, 2 h;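 active = compounds that cut the protein-peptide binding signal by more than 50% relative to plate controls in a single-dose test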;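 also: His-tagged Mcl-1 with rhodamine Noxa BH3 peptide and terbium anti-His antibody; 0% = Mcl-1 plus Noxa peptide wells and 100% = peptide-only wells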
Rab2A wt mod = modulators of GTP binding to Rab2A wildtype, primary screen, biochemical, dog, bead-based flow cytometry, multiplex; Ras-related protein Rab-2A (Canis lupus familiaris), P61105; GST-Rab2 wt beads, Bodipy-GTP binding; GTP binding activity, % at 10 µM; 190,000 compounds, 0.19% hits; AID 760, 2007;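 active = GTP binding activity at least 20 points away from 100%, either lowered or raised; inconclusive = signal likely due to the compound's own green fluorescence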;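 also: 0% = beads with excess unlabeled GTP and 100% = no-compound control corrected for plate trend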
Rac1 wt modul = wildtype Rac1 GTP binding modulators, primary screen, biochemical, GST-Rac1 beads, flow cytometry, multiplex; Ras-related C3 botulinum toxin substrate 1 (Homo sapiens), P63000; fluorescent GTP binding; actives lie on both sides; 0 = cold GTP competed, 100 = untreated; GTP binding activity (% of control), % at 10 µM; 190,000 compounds, 0.27% hits;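 active = GTP binding activity at least 20 points away from the 100% control level, either lower or higher; inconclusive = compound flagged as likely green fluorescent, judged across all proteins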
Mcl-1 Bim block = inhibitors of Bim peptide binding to Mcl-1, primary screen, biochemical, bead-based flow cytometry, multiplex | Induced myeloid leukemia cell differentiation protein Mcl-1 (Homo sapiens), Q07820 | Bim peptide-Mcl-1 binding | inhibition, % at 10 µM | 190,000 compounds, 0.1% hits; in the data active = inhibition above about 40%;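 also: 0% = no compound tracer wells and 100% = peptide blocker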
HRas wt GTP bind = modulators of GTP binding to HRas wildtype, primary screen, biochemical, bead-based flow cytometry, multiplex | GTPase HRas (Homo sapiens), P01112 | GST-Ras wt beads, Bodipy-FL-GTP binding; actives lie on both sides | GTP binding activity, % at 10 µM | 190,000 compounds, 0.14% hits | AID 759, 2007;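 active = GTP binding activity at least 20% away from the 100% baseline, either lowered as inhibitor or raised as activator; inconclusive = flagged as likely green fluorescent, judged across all proteins in the well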;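 also: 0% = unlabeled GTP competition control and 100% = no-compound control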
Target sequence (P01112 whole entry, looked up): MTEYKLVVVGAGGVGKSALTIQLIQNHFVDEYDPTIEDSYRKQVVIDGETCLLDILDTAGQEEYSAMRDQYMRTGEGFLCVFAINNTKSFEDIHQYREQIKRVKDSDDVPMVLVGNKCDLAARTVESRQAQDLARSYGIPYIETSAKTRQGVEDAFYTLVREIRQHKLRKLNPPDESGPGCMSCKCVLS
Pf gametocyte = late stage P. falciparum gametocyte viability inhibitors, primary screen, ATP luminescence, HTS | 150,000 compounds, 0.065% hits | P. falciparum stage V gametocytes, 24 h | inhibition, % at 10.9 µM | AID 743093, 2013;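 active = inhibition above the mean plus 3 SD of compounds within the control limits, set per campaign, cut at about 38% in these data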;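 also: 0% = DMSO wells and 100% = medium only without gametocytes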
RGS8-Gao = RGS8-Galphao binding modulators, primary screen, biochemical, multiplexed bead flow cytometry. AID 1423, 2008. response (percent of control binding), % at 10 µM. actives lie on both sides. 220,000 compounds, 0.34% hits; in the data active = response below about 60% or above about 140%; inactive = in between;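 also: Galphao activated as the GDP aluminium fluoride complex binding bead-coupled RGS8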
Target sequence (P09471 whole entry, looked up): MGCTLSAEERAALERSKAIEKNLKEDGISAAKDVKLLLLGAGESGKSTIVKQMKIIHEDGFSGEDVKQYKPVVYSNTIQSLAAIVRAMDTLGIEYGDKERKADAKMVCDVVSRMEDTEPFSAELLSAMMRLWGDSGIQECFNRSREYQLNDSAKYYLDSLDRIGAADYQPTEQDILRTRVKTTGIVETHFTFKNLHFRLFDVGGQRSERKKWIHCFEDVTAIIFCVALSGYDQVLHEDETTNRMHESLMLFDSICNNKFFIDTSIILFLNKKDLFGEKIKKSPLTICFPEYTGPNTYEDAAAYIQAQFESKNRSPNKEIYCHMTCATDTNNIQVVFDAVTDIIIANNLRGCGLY
Rac1 mut GTP = GTP binding modulators of activated mutant Rac1, primary screen, biochemical, bead-based flow cytometry, multiplex, fluorescent GTP; 190,000 compounds, 0.11% hits; Ras-related C3 botulinum toxin substrate 1 (Homo sapiens), P63000; AID 764, 2007; percent activity (GTP binding), % at 10 µM; GST-Rac1 activated beads; actives lie on both sides; 100% means binding = to untreated wells;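 active = GTP binding at least 20 percentage points away from the 100% baseline, in either direction, so actives lie on both sides; inconclusive = Compound likely fluorescent itself, or too few beads counted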
An asterisk follows results filed as active; ? = inconclusive; · = no result given; [ ] = another dose, or the depositor's remark.

SMILES	Cdc42 wt	Mcl1-Bid inh	Rab7 wt GTP bind	Mcl1 Noxa PPI	Rab2A wt mod	Rac1 wt modul	Mcl-1 Bim block	HRas wt GTP bind	Pf gametocyte	RGS8-Gao	Rac1 mut GTP
COc1ccccc1NC(=O)CN1C(=O)NC(C)(C)C1=O	103	-3	101	6	100	106	-2	100	·	101	99
CC(=O)Nc1ccc(C(=O)OCc2ccc(Cl)c(Cl)c2)cc1	98	-22	96	-7	97	103	0	98	3	106	98
O=C(OCc1cc([N+](=O)[O-])cc2c1OCOC2)c1ccc2ccccc2n1	96	14	96	11	96	98	0	97	-9	97	97
CN(CCc1ccccn1)C(=O)Nc1ccc(F)cc1	97	-24	99	-10	98	99	-1	98	·	105	98
CN1CCN(c2nc3c(c(=O)n(C)c(=O)n3C)n2CC(N)=O)CC1	98	-19	98	-10	96	100	0	98	·	107	97
Cc1c(C(=O)N2CCC(C)CC2)cccc1[N+](=O)[O-]	97	-78	96	-5	98	96	-2	96	-14	103	94
c1ccc2[nH]c(SCCN3CCOCC3)nc2c1	105	-27	104	6	103	112	2	105	·	100	104
O=C(Nc1ccc2c(c1)CCC2)c1ccc(F)cc1	101	-3	99	11	99	101	-5	99	-2	103	99
CON1C(=O)CN(C(C)=O)C1c1ccc(Cl)cc1Cl (stereo not given)	96	-2	91	12	91	94	-1	95	6	99	92
COc1ccc(-n2c(C)nc3c(cnn3-c3ccc(C)c(C)c3)c2=O)cc1	103	-18	100	17	100	106	-3	100	·	100	99
COC(=O)c1sccc1-n1cccc1C(=O)C(=O)N1CCCCC1	103	-24	99	-3	101	103	1	102	-2	99	100
c1ccc2[nH]c(CN3CCCCCC3)nc2c1	103	-10	102	-10	103	103	-2	104	·	110	99
COc1cc(/C=C2/SC(=O)N(Cc3ccccc3)C2=O)ccc1OCc1ccncc1	101	-3	96	3	98	99	1	101	·	101	100
Cc1ccc(C(=O)NCC2(c3ccccc3)CCCC2)cc1	110	2	110	-4	111	111	-5	111	·	89	106
O=c1[nH]c(=O)c2nc3c4ccccc4c4ccccc4c3nc2[nH]1	89	-8	98	44	90	85	6	92	-9	99	91
CCOc1ccc(-n2c(C)cc(C(=O)CCl)c2C)cc1	93	-16	93	5	92	96	0	94	·	103	92
CCC(=O)N(Cc1cc2cc(OC)ccc2[nH]c1=O)c1cccc(C)c1	103	15	100	13	102	105	-2	103	·	104	100
O=C(Nc1cccc2ccccc12)c1nn(C23CC4CC(CC(C4)C2)C3)cc1[N+](=O)[O-]	99	-26	99	-14	98	103	-1	100	·	100	101
COc1cc(C2NCCC(=O)C2(C)C)cc(OC)c1OC (stereo not given)	102	-38	99	0	98	102	0	100	8	94	102
O=C(CSc1ccc2nnc(-c3ccncc3)n2n1)NCC1CCCO1 (stereo not given)	95	3	94	4	95	96	-4	94	·	99	94
O=C(NC(=O)c1cccc(OC(F)(F)C(F)F)c1)OC1CCS(=O)(=O)C1 (stereo not given)	101	-12	100	-13	99	101	-1	99	-1	100	97
CCCCn1nnc(NC(=S)NC(=O)c2ccc(-c3cccc(Cl)c3Cl)o2)n1	96	-30	93	18	90	93	-1	92	·	91	90
CCN1CCN(C(C(=O)NC2CCCC2)c2ccc(Cl)cc2)CC1 (stereo not given)	107	-17	103	11	105	105	0	104	·	105	100
COC(=O)[C@H](CCSC)NC(=O)NCCC1=CCCCC1	98	-24	103	-14	100	104	-1	101	·	104	100
Cc1cc(C)c(C)c(OCC(=O)NCC2CCCO2)c1 (stereo not given)	96	-8	96	12	92	93	-1	96	6	103	94
O=C(C(Cc1ccc(Cl)cc1)NS(=O)(=O)c1ccccc1)N1CC[C@@]2(O)CCCC[C@H]2C1 (stereo not given in full)	99	-5	98	19	96	98	-1	98	·	100	94
O=C(COc1ccccc1Cl)c1ccc2c(c1)CCCC2	101	-7	99	5	97	102	1	100	·	105	97
CCOC(=O)c1cccc(N2C(=O)C3C(C2=O)C2C=CC3C23CC3)c1 (stereo not given)	105	-32	108	2	105	107	2	104	·	98	101
COc1ccc(S(=O)(=O)Nc2ccc(F)c(Cl)c2)cc1OC	101	-3	98	7	104	105	-1	102	·	99	103
CC(C)(C)C1(O)CC(C(F)(F)F)=NN1C(=O)CCc1ccccc1 (stereo not given)	97	-22	105	-1	100	97	0	100	16	103	96
CN(C)C(=O)CSc1nnc(CCCCCNC(=O)OC(C)(C)C)o1	103	-31	101	-1	103	100	-2	102	9	104	100
Nc1nc(Nc2ccc(Cl)cc2)nc2ccccc12	106	-19	105	24	103	108	-4	105	-3	103	98
COc1ccc(/C(O)=C2/C(=O)C(=O)N(CCCC(=O)O)C2c2ccc(OC)cc2)cc1 (stereo not given)	107	-32	102	2	105	103	-1	104	0	102	101
CCC(=O)NC(C)C(c1cccs1)N1CCN(c2ccccc2)CC1 (stereo not given)	?	-20	?	-10	?	?	5	?	·	108	?
Cc1nonc1C(=O)N/N=C/c1ccc(O)cc1O	100	-77	108	-24	99	100	-1	99	-30	89	95
CC1CCCN(C(=O)c2ccncc2)C1 (stereo not given)	99	-7	101	5	102	112	-3	101	-8	106	97
Cc1cc(NC(=O)CSc2nnc(C3COc4ccccc4O3)o2)no1 (stereo not given)	102	-9	99	-10	101	107	-2	101	13	103	100
CCCCNC(=S)N1CCn2cccc2C1c1ccccc1 (stereo not given)	91	-8	93	11	95	102	-3	97	-11	100	94
COc1ccc(-c2nn(-c3ccccc3C)cc2CNC(C)Cn2cncn2)cc1F (stereo not given)	99	-21	102	-3	100	100	15	98	-43	101	99
CC1N(O)C(c2ccc(Cl)cc2Cl)N(O)C1(C)C (stereo not given)	99	-39	94	-14	96	98	-1	101	·	103	99
COC(=O)c1c(NC(=O)CSc2nnc(-c3ccco3)n2C)sc(C)c1C	99	7	97	6	98	99	5	98	·	100	97
CC(C)=C1C2CCC1C1C(=O)N(c3nc(-c4ccccc4)c(C)s3)C(=O)C21 (stereo not given)	101	6	97	21	100	103	7	100	·	99	98
CN=CC1=C(O)c2ccccc2C1=O	99	-7	93	-2	94	93	-3	98	·	100	91
O=c1c2c(nc3nc[nH]n13)CCC2	101	13	100	8	101	104	-5	101	·	102	101
COc1ccc(/C=N/S(=O)(=O)c2ccc(C)cc2)cc1	96	-8	104	24	98	102	1	100	-16	99	97
c1ccc2[nH]c(CSc3nc4ccccc4s3)nc2c1	?	-73	?	-43	?	?	2	?	·	95	?
COc1c(F)c(F)c(C(=O)Nc2ccccc2N2CCN(C(=O)C(C)C)CC2)c(F)c1F	96	-13	101	-17	97	98	35	97	·	102	98
CCCOc1cccc(C(=O)N(Cc2ccc(OC)c(OC)c2)C2CCS(=O)(=O)C2)c1 (stereo not given)	106	-22	107	13	103	111	-1	105	9	101	99
COc1ccccc1-n1cnnc1SCC(=O)N1CCN(C(=O)c2ccco2)CC1	89	-6	96	-2	95	100	-1	95	-13	101	96
Cc1ccc(N=C2S/C(=C\c3cn(CC(=O)O)c4ccccc34)C(=O)N2C)cc1	?	-61	?	25	?	?	0	?	·	102	?
CCC1(CC)C(=O)NC(=O)NC1=NCCc1c[nH]c2ccccc12	108	-38	106	-6	105	107	1	105	·	105	104
COc1cccc(C(=O)Nc2ncc3c(n2)CC(C)CC3=O)c1 (stereo not given)	103	-2	99	-5	102	102	0	103	·	101	101
CCSC1=NCCN1S(=O)(=O)c1ccc2ccccc2c1	96	-18	105	-1	97	99	0	99	·	98	96
Cc1ccc(S(=O)(=O)Nc2nc(N)n(-c3ccccc3)n2)cc1	99	-8	107	4	102	99	0	99	8	100	92
O=C(CSc1nnnn1-c1ccccc1)NC1CCCc2ccccc21 (stereo not given)	100	-5	97	20	97	100	0	98	14	100	98
O=c1[nH]cnc2cc(-c3ccccc3)sc12	87	17	91	23	89	91	7	88	21	102	93
COC(=O)c1c(C)[nH]c(C(=O)CSc2ccc(Cl)cc2)c1C	99	-27	97	21	100	102	2	100	8	99	97
Cc1ccccc1N=Nc1ccc(O)c2ncccc12	103	-63	97	-35	101	100	4	102	9	96	99
Cc1csc(NC(=O)CSc2nnc(-c3cccs3)n2C)n1	105	-6	108	10	104	105	-3	105	·	99	104
CN(C(=O)COC(=O)c1ccc(NS(=O)(=O)c2cccs2)cc1)C1CCCCC1	97	4	102	11	100	103	-1	100	·	107	100
Other structures follow:
SMILES	Cdc42 wt	Mcl1-Bid inh	Rab7 wt GTP bind	Mcl1 Noxa PPI	Rab2A wt mod	Rac1 wt modul	Mcl-1 Bim block	HRas wt GTP bind	Pf gametocyte	RGS8-Gao	Rac1 mut GTP
COc1ccc(CN2C(=O)CN(C3CCCCCC3)C(=O)C2c2ccc(OC)c(OC)c2)cc1 (stereo not given)	97	-17	96	-9	97	99	-1	96	9	99	94
Cc1ccccc1-n1nc(C)c2cc(C(=O)NC3CC3)sc21	97	-3	96	-1	100	91	-2	98	15	105	95
Cc1ccc(OCC(O)CN2CCN(CC(O)COc3ccc(C)cc3Cl)CC2)c(Cl)c1 (stereo not given)	100	7	97	4	98	96	-8	99	·	165*[activator]	94
Cc1nn(-c2ccccc2)c(N2CCCC2)c1/C=N/NC(=O)c1cc(-c2ccccn2)nc2ccccc12	99	-16	97	9	96	100	-5	95	16	101	97
CCOC(=O)Nc1ccc2nc3n(c(=O)c2c1)CCCCC3	96	-16	100	-15	98	96	-2	95	0	88	94
C=CCN1C(=O)CS/C1=N\N=C\c1cccc([N+](=O)[O-])c1	95	-16	109	-6	102	103	-3	101	-13	101	97
Nc1nonc1C(=O)N1CCCC1	102	-5	97	11	98	101	1	97	-1	98	100
COc1ccccc1CCNC(=O)NC1CCCCC1	96	-31	102	2	100	96	1	98	3	98	95
CC(=O)NC(C)C(=O)OCC(=O)c1ccc(-c2ccccc2)cc1 (stereo not given)	94	-4	102	2	99	97	5	97	8	118	93
